Compound activity as filed in PubChem.
BCR signal inh: qHTS Assay to Find Inhibitors of Chronic Active B-Cell Receptor Signaling; actives 0.05% (n = 340,000); Potency, µM (doses to about 46.1 µM), inactives show top-dose ratio change, negative = lower green/red ratio, usual class: inhibitors; AID 493014, 2011; ABC-DLBCL IkBa-CBG/CBR reporter, luminescence ratio, 4 h; active means well fitted inhibition curve with a large enough effect in the signal ratio, with a control signal flat, not every such curve was filed as active; inconclusive means small, poorly fitted or top-dose-only effect, or effect the other way, or a change in a side signal; the % refers to the signal ratio;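 further: potency means the concentration at half of the fitted maximal effect; plate controls were basal doxycycline-induced cells for no effect and cells given 10 µM MG132 for full effect; MG132 reads +100%, hits lower the ratio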
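Compounds up to 46 uM were incubated four hours with TMD8 cells whose green CBG68 luciferase is fused to IkappaBalpha; red CBR luminescence normalised the signal, and concentration-effect curves were fitted to fusion, red and ratio data.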
Coupling enz: qHTS Assay for Inhibitors of Fructose-1,6-bisphosphate Aldolase from Giardia Lamblia: Coupling assay counterscreen. activity change, negative = inhibition, % at 58.2 µM, hits read low. actives 0.67% (n = 290,000). coupling enzyme system counterscreen, AmpLite Red fluorescence. AID 2472, 2010; in the data active means activity change below about -30%
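Counterscreen of the coupled detection system alone, without aldolase: glyceraldehyde-3-phosphate coupling enzymes plus AmpLite Red readout. Compounds at 57.5 uM final, 10 min RT preincubation, 20 min RT reaction, fluorescence 525/598 nm.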
GALK inhibitor: qHTS Assay for Inhibitors of Human Galactokinase (GALK) | P51570 | Potency, µM (titrated, usually from 57.5 µM), for the others: at the highest dose activity change, negative = inhibition, actives largely listed as inhibitors | Purified GALK, Kinase-Glo residual ATP luminescence | actives 0.007% (n = 270,000); further: potency means the concentration at half of the fitted maximal effect
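Kinase-Glo Plus luminescence measured ATP left after a 1 h room-temperature reaction. The reaction used 5 nM GALK, 100 uM galactose and 35 uM ATP at pH 8.0 (20 mM HEPES, 5 mM MgCl2, 60 mM NaCl, 1 mM DTT, 0.01% BSA).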
Eya2 phos inh: qHTS Assay for Inhibitors of the Phosphatase Activity of Eya2; Protein phosphatase EYA2 (Homo sapiens), O00167; recombinant Eya2, OMFP fluorescence dephosphorylation (OMFP is methylfluorescein phosphate); Potency, µM (series often up to 76.9 µM), for the others: at the highest dose activity, negative = inhibition, most hits filed as inhibitors; actives 0.006% (n = 330,000); AID 488837, 2010; further: potency means the concentration at half of the fitted maximal effect
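Eya2 (0.2 uM) preincubated 10 min at ambient with compound, then OMFP substrate added at 50 uM; 10 min reaction in 50 mM HEPES pH 7.5, 50 mM NaCl, 5 uM MgCl2, 0.05% BSA, 1 mM DTT. Fluorescence read at Ex 485/Em 525 nm.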
PKM2 act: qHTS Assay for Activators of Human Muscle isoform 2 Pyruvate Kinase | purified PKM2, Kinase-Glo ATP luminescence, activation; response scale: 0% is enzyme alone, no compound | Pyruvate kinase PKM (Homo sapiens), P14618 | actives 0.34% (n = 260,000) | Potency, µM (doses to about 57.5 µM), without a hit: at the top dose activation, actives largely listed as activators; further: potency means the concentration at half of the fitted maximal effect; nearly all actives have a fitted effect of over 55% in size
Target sequence (P14618 whole entry, looked up, canonical isoform): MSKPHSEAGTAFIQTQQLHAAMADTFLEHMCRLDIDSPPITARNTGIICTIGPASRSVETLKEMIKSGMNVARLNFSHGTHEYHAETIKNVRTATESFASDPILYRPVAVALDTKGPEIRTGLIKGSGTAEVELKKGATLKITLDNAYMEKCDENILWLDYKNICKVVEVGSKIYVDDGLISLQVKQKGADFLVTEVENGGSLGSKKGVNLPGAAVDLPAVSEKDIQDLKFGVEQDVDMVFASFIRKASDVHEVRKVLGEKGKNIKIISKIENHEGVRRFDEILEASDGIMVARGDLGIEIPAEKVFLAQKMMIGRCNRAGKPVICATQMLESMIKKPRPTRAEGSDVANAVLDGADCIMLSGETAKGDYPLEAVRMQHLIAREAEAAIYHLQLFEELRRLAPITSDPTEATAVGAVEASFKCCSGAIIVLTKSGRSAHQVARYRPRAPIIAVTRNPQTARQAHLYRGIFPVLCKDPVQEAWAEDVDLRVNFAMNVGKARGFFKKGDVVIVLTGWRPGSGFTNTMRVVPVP
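Purified hPK-M2 (>95%) run at intermediate activity with 0.1 mM ADP and 0.5 mM PEP in 50 mM imidazole pH 7.2, KCl, MgCl2; 1 h room temperature. ATP formed read by Kinase-Glo luminescence; normalized to uninhibited and no-enzyme controls.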
B2AR arrestin: qHTS assay of beta-arrestin-biased ligands of beta2-adrenergic receptor | beta-arrestin recruitment to beta2AR, cell-based reporter | actives 0.02% (n = 330,000) | Potency, µM (top dose mostly 46.1 µM), for the others: top-dose activation, hits mostly activators | Beta-2 adrenergic receptor (Homo sapiens), P07550 | AID 492947, 2010;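 further: potency means the concentration at half of the fitted maximal effect; 0% = DMSO controls and full agonism = EC100 isoproterenol or metaproterenol; nearly all actives have a fitted effect of over 65% in size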
Target sequence (P07550 whole entry, looked up): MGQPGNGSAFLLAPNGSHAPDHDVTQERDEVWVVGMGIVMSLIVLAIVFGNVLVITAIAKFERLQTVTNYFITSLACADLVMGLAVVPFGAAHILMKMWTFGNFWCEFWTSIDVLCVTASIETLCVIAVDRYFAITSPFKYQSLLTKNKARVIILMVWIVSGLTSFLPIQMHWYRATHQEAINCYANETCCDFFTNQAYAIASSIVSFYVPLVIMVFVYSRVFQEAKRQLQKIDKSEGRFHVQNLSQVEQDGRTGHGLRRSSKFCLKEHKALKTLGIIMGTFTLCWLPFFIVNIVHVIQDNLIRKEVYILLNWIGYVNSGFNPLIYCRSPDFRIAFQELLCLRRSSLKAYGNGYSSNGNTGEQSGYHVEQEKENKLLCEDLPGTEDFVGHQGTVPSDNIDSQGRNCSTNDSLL
uPA generation: qHTS for Inhibitors of Cell Surface uPA Generation | cell surface uPA generation assay, qHTS | Potency, µM (series often up to 38.3 µM), for the others: top-dose activity change, negative = inhibition, usual class: inhibitors | actives 0.31% (n = 330,000) | AID 540303, 2011; active means well fitted inhibition curve with a large enough effect; inconclusive means small, poorly fitted or top-dose-only effect; inactive means no such curve, though single readings can be large or run the other way; tested in mouse RAW 264.7 cells; further: potency means the concentration at half of the fitted maximal effect; nearly all actives have a fitted effect of over 55% in size
KCNH2 WT inh: qHTS for Inhibitors of KCHN2 3.1: Wildtype qHTS; U2OS, BacMam KCNH2, thallium flux FluxOr; active compounds read low; Voltage-gated inwardly rectifying potassium channel KCNH2 (Homo sapiens), Q12809; activity change, % at 1.84 µM; actives 0.37% (n = 340,000); AID 720551, 2013;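 active means maximum activity change below -70%; inconclusive means maximum activity change between -70% and -50%; inactive means maximum activity change above -50%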
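U2OS cells were transduced with wild-type KCNH2 virus (2.03 x 10^8 / mL) for 4 h at room temperature, then cultured overnight at 37 C. Thallium flux was read with FluxOr dye. Rate constants were normalized to DMSO controls.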
KCNH2 3.1 inh: qHTS for Inhibitors of KCHN2 3.1: Mutant qHTS; Potassium voltage-gated channel subfamily H member 2, brain isoform KCNH2 3.1 (human); actives 0.95% (n = 340,000); AID 720553, 2013; U2OS KCNH2 3.1, thallium flux FluxOr; active compounds read low; activity change, % (tested at about 1.8 µM);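 active means maximum activity change below -70%; inconclusive means maximum activity change from -70% to -50%; inactive means maximum activity change above -50%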;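 further: thallium influx rate constant from kinetic fluorescence after stimulation buffer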
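FluxOr-based Tl+ influx in U2OS cells transduced with KCNH2 3.1 virus; rate constants normalized to DMSO controls.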
Giardia kill: Small Molecules that selectively kill Giardia lamblia: qHTS. Giardia lamblia trophozoite viability. activity change, % at 7.66 µM, hits read low. actives 0.15% (n = 340,000). AID 540267, 2011; in the data active means activity change below about -80%; inconclusive means between about -30% and that limit;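 further: parasites exposed to compound for two days anaerobically before the ATP read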
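Giardia lamblia trophozoites (100 cells/well) were incubated with compounds for 48 h at 37 deg C under anaerobic conditions. Viability was read as ATP content by one-step luminescence after 15-30 min at room temperature.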
USP2a inh: qHTS Assay for Inhibitors of Ubiquitin-specific Protease USP2a Using CHOP2 as the Reporter. Ubiquitin carboxyl-terminal hydrolase 2 (Homo sapiens), O75604. USP2 core, Ub-CHOP2 coupled fluorogenic reporter, 485/531. Potency, µM (titrated, usually from 38.3 µM), without a hit: top-dose activity change, negative = inhibition, most hits filed as inhibitors. actives 0.01% (n = 330,000). AID 463254, 2010;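 further: potency means the concentration at half of the fitted maximal effect; plate controls were DMSO wells for no effect and full inhibition by NEM control for full effect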
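Deubiquitinase activity read as fluorescence (485/531 nm) after Ub-CHOP2 cleavage activates the enterokinase reporter on its substrate; USP2 core 10nM, Ub-CHOP2 and substrate 25nM each, 30min compound preincubation then 60min RT; data normalized to NEM, curves fitted.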
Starred values were filed as active, the others as inactive; ? = inconclusive; nt = no result given; [ ] = remark or other dose. Unless noted, the call rests on the fitted dose curve; in most records, active means well fitted curve in the direction sought with a large enough effect; inconclusive means small, poorly fitted or top-dose-only effect, or another doubt; inactive means no such curve, though single readings can be large; an effect the other way counts as inactive or inconclusive. Unless noted, on the % scale 0 is the no-effect control and ±100 the full control effect.

mol,BCR signal inh,Coupling enz,GALK inhibitor,Eya2 phos inh,PKM2 act,B2AR arrestin,uPA generation,KCNH2 WT inh,KCNH2 3.1 inh,Giardia kill,USP2a inh
CCCCOc1ccc(Cc2c(Cl)nc(SC)nc2N2CCOCC2)cc1,0%,0,2%,2%,0%,0.0%,5%,2,-13,8,6%
O=C1C2CCCN2C(=O)N1CCCN1CCN(c2cccc(Cl)c2)CC1 (configuration not stated),0%,0,1%,-2%,2%,-0.7%,-1%,19,6,-7,1%
COc1cc(/C=C2/C(=O)CNC2=O)ccc1O,2%,-7,0%,-12%,6%,-0.4%,2%,-2,9,7,2%
COC(=O)C1CCN(C(=O)c2ccc(SC)cc2OC)CC1,0%,0,3%,-4%,8%,0.2%,-1%,-16,-9,12,6%
Cc1cccc(Oc2nc3ccccn3c(=O)c2/C=C(\C#N)C(=O)NC2CCS(=O)(=O)C2)c1 (configuration not stated),?,0,-3%,1%,-1%,-0.8%,-10%,2,-31,-6,-2%
COc1ccc(C(=O)NN)cc1,?,2,-2%,-7%,-6%,0.0%,2%,-2,14,39[activator],0%
O=C(COCC(=O)N1CCOCC1)N1CCOCC1,0%,-2,6%,-12%,-2%,-0.3%,8%,2,0,-2,0%
CC(C)C(=O)C1=Cc2cc([N+](=O)[O-])ccc2OC1N1CCOCC1 (configuration not stated),-8%,0,3%,-2%,2%,0.1%,-29%,-12,18,-5,-1%
Cc1cc(Nc2ccccc2)nn1C(=O)c1ccccc1,-2%,-4,2%,12%[15.4 µM],2%,-0.1%,-6%,6,2,5,-12%
Cc1onc(-c2ccccc2)c1C(=O)N/N=C/c1ccco1,4%,-10,-4%,-29%,4%,-0.3%,-6%,-3,4,8,1%
COc1ccccc1CCC(=O)OC(C)C(=O)Nc1c(C)n(C)n(-c2ccccc2)c1=O (configuration not stated),4%,nt,nt,2%,nt,0.3%,11%,-22,-2,-12,2%
CCn1c(=O)cc(N2CCN(C(=O)c3ccco3)CC2)[nH]c1=O,12%,-2,1%,-13%,5%,-0.1%,3%,-15,-8,-5,0%
Cc1c(Cl)cccc1NC(=O)C1CCCN(S(C)(=O)=O)C1 (configuration not stated),9%,4,6%,-2%,0%,0.4%,2%,-13,4,10,0%
COc1ccc(Cc2n[nH]c(=S)n(N)c2=O)cc1,-2%,-1,0%,11%,-3%,0.0%,0%,1,-3,3,0%
COc1ccc(C(CC(=O)c2ccc(O)cc2)S(=O)(=O)c2ccc(C)cc2)cc1 (configuration not stated),?,-3,2%,-17%,-14%,-0.8%,?,-2,-1,-15,-7%
CC(C)Cn1c(N)c(-c2nc(C(C)C)c(C(=O)c3ccccc3F)s2)c(=O)n(C)c1=O,0%,4,2%,2%,-5%,-0.5%,nt,nt,nt,nt,2%
COc1ccc(C(C(=O)NC2CCCC2)N(C(=O)c2ccoc2C)c2ccc(C)cc2)cc1 (configuration not stated),?,3,0%,4%,-1%,0.0%,18%,0,-15,-13,2%
S=c1[nH]cc(-c2ccccc2)n1-c1ccccc1,5%,-1,1%,2%,2%,0.4%,3%,-6,18,5,-4%
Cc1cccc(N2CCN(C(=S)c3ccc(-c4ccccc4[N+](=O)[O-])o3)CC2)c1,-1%,-15,2%,9%,22%,-0.7%,-10%,9,-1,8,-2%
CC1CCN(S(=O)(=O)c2ccc(NC(=O)CCNC(=O)c3ccc(Cl)cc3)cc2)CC1,4%,nt,nt,17%,nt,0.0%,-1%,2,-18,2,1%
COc1ccccc1NC(=O)CN1CCC(n2nnc3cc(F)ccc32)CC1,0%,0,-3%,7%,0%,-0.1%,10%,-1,-2,21,2%
CCS(=O)(=O)N1Cc2ccccc2CC1C(=O)N(C)CC(=O)Nc1ccc(OC)cc1 (configuration not stated),0%,nt,nt,-4%,nt,0.6%,4%,-2,3,-30,-1%
Cc1csc(-c2cnn(-c3ccccc3)c2NC(=O)c2cccc(F)c2)n1,-7%,1,4%,5%,-4%,-3.3%,8%,6,-21,13,1%
O=C(O)c1ccc(COCC(F)(F)C(F)F)o1,-6%,4,0%,19%,1%,-0.6%,9%,2,0,-14,2%
CCCCN(C(=O)c1ccc([N+](=O)[O-])s1)c1c(N)n(CCCC)c(=O)[nH]c1=O,11%,nt,nt,18%,nt,-0.3%,-4%,-6,-34,-21,1%
C1CCC(CNc2c3c(nc4nnnn24)CCCC3)CC1,1%,2,1%,2%,-8%,0.5%,-2%,-1,-5,-8,2%
CN(Cc1ccccc1)C(=O)COC(=O)c1ccc(Cl)c(N)c1,?,7,-1%,-5%,2%,0.2%,4%,-4,-10,0,2%
Cc1ccc(S(=O)(=O)N2CC(=O)NC(=O)C2)cc1,7%,0,-1%,15%,-3%,0.4%,4%,-16,-29,-5,3%
CCOC(=O)CNC(=O)C12CC3CC(C1)CC(c1ccc(C)cc1)(C3)C2,-11%,5,2%,-18%,-1%,-0.1%,nt,-9,12,7,0%
CCCC1=Nc2cc(C(=O)NCCCN3CCOCC3)ccc2Sc2ccccc21,-4%,1,-3%,3%,nt,-0.8%,-10%,14,-7,25,-4%
O=C(CSc1nnc(-c2ccccc2F)n1C1CC1)Nc1cccnc1Cl,?,1,0%,2%,-20%,3.5%,4%,2,0,0,-2%
COc1ccc(C(=O)N/C(=C\c2cn(S(=O)(=O)N(C)C)c3ccccc23)C(=O)NCCN2CCOCC2)cc1OC,-14%,2,2%,-8%,nt,-0.5%,5%,-12,1,-12,-1%

Rewritten with values under each structure: part of the list above.
Screens in order – BCR signal inh	Coupling enz	GALK inhibitor	Eya2 phos inh	PKM2 act	B2AR arrestin	uPA generation	KCNH2 WT inh	KCNH2 3.1 inh	Giardia kill	USP2a inh
- O=C(O)c1ccc(COCC(F)(F)C(F)F)o1
 : -6%	4	0%	19%	1%	-0.6%	9%	2	0	-14	2%
- CCCCN(C(=O)c1ccc([N+](=O)[O-])s1)c1c(N)n(CCCC)c(=O)[nH]c1=O
 : 11%	nt	nt	18%	nt	-0.3%	-4%	-6	-34	-21	1%
- C1CCC(CNc2c3c(nc4nnnn24)CCCC3)CC1
 : 1%	2	1%	2%	-8%	0.5%	-2%	-1	-5	-8	2%
- CN(Cc1ccccc1)C(=O)COC(=O)c1ccc(Cl)c(N)c1
 : ?	7	-1%	-5%	2%	0.2%	4%	-4	-10	0	2%
- Cc1ccc(S(=O)(=O)N2CC(=O)NC(=O)C2)cc1
 : 7%	0	-1%	15%	-3%	0.4%	4%	-16	-29	-5	3%
- CCOC(=O)CNC(=O)C12CC3CC(C1)CC(c1ccc(C)cc1)(C3)C2
 : -11%	5	2%	-18%	-1%	-0.1%	nt	-9	12	7	0%
- CCCC1=Nc2cc(C(=O)NCCCN3CCOCC3)ccc2Sc2ccccc21
 : -4%	1	-3%	3%	nt	-0.8%	-10%	14	-7	25	-4%
- O=C(CSc1nnc(-c2ccccc2F)n1C1CC1)Nc1cccnc1Cl
 : ?	1	0%	2%	-20%	3.5%	4%	2	0	0	-2%
- COc1ccc(C(=O)N/C(=C\c2cn(S(=O)(=O)N(C)C)c3ccccc23)C(=O)NCCN2CCOCC2)cc1OC
 : -14%	2	2%	-8%	nt	-0.5%	5%	-12	1	-12	-1%
